# BAZ2B block = blocks human BAZ2B; Potency, µM (top dose mostly 114 µM), for inactives: top-dose activity change, negative = inhibition, hits mostly inhibitors; Q9UIF8; AID 504333; AlphaScreen BAZ2B-H3K14Ac peptide displacement; 360,000 compounds, 4.4% hits; further: on the % scale 0 is the no-effect control and ±100 the full control effect; nearly all actives have a fitted effect of over 60% in size
#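 AlphaScreen displacement: compounds (up to 110uM) incubated 30 min at room temperature with a preformed 50 nM BAZ2B/50 nM biotinylated H3K14Ac peptide complex in PBS pH 7.4 with Tween-20. Donor and acceptor beads at 10 ug/mL final added, 20 min light-protected before reading.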
# HP1b binding inh = blocks HP1-beta chromodomain binding to methylated histone tails. AlphaScreen HP1-beta / biotin-H3K9me3 peptide binding. P83916. Potency, µM (top dose mostly 114 µM), for the others: at the top dose activity change, negative = inhibition, usual class: inhibitors. 390,000 compounds, 0.56% hits; further: nearly all actives have a fitted effect of over 70% in size; inactives centre near 23
#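 AlphaScreen: HP1-beta (50 nM) preformed 30 min with biotin-H3(1-18)K9me3 peptide (50 nM) in PBS pH 7.4, 0.01% Tween-20. Compound added for 30 min at RT, then streptavidin donor/nickel chelate acceptor beads (10 ug/mL) for 30 min.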
# JMJD2A Tudor inh = JMJD2A Tudor domain (human) inhibition. O75164. AlphaScreen JMJD2A-Tudor / H3K4me3 peptide binding. Potency, µM (titrated, usually from 114 µM), inactives show at the highest dose activity change, negative = inhibition, actives largely listed as inhibitors. 390,000 compounds, 4.4% hits; further: on the % scale 0 is the no-effect control and ±100 the full control effect; nearly all actives have a fitted effect of over 50% in size
# Pin1 inhibitor = blocks the human prolyl isomerase Pin1 | AID 504891 | Pin1 FP peptide displacement, HiFluor488, 10 min | 390,000 compounds, 0.009% hits | Potency, µM (series often up to 115 µM), for inactives: top-dose activity, negative = inhibition, usual class: inhibitors | Q13526; active means well fitted inhibition curve with a large enough effect in the polarisation, with a control signal flat, not every such curve was filed as active; inconclusive means small, poorly fitted or top-dose-only effect, or effect the other way, or a change in a side signal; inactive means no such curve, though single readings can be large or run the other way; the % refers to the polarisation; further: on the % scale 0 is the no-effect control and ±100 the full control effect
# Pol iota inh = inhibitors of human DNA polymerase iota; Pol iota fluorescent replication assay, 10 min; Potency, µM (top dose mostly 115 µM), for inactives: at the highest dose activity, negative = inhibition, hits mostly inhibitors; 390,000 compounds, 1% hits; AID 588590
# Target sequence (Q9UNA4 whole entry, looked up): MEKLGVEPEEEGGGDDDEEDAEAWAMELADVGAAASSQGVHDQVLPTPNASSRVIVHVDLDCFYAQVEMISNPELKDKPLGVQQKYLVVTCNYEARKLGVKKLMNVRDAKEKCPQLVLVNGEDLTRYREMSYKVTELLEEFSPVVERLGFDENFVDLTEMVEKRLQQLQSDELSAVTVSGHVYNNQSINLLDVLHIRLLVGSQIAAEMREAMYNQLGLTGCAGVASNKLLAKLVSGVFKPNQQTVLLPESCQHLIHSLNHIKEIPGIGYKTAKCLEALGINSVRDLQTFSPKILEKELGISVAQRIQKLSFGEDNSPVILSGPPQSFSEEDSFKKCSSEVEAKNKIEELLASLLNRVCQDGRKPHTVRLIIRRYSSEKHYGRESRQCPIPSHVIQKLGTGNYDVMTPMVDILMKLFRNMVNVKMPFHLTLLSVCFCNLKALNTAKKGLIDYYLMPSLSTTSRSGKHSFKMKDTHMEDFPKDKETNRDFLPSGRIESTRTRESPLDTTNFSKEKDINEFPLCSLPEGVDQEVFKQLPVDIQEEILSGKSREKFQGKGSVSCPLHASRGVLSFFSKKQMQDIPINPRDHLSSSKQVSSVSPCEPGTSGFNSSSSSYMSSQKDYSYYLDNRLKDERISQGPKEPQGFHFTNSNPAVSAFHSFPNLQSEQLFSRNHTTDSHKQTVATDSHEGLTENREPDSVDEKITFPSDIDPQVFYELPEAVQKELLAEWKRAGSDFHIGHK
#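 Pol iota at 10 nM preincubated 15 min with compounds at room temperature; reaction started with fluorescent substrate, 50 nM final. Fluorescence read kinetically at 0 and 10 min; buffer-only wells as negative control.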
# G9a block = G9a (human) methyltransferase inhibition; 350,000 compounds, 8.8% hits; Potency, µM (titrated, usually from 102 µM), for the others: at the highest dose activity, negative = inhibition, usual class: inhibitors; AID 504332; G9a H3K9 monomethylation, AlphaScreen, 2 h; further: on the % scale 0 is the no-effect control and ±100 the full control effect; nearly all actives have a fitted effect of over 75% in size
# Target sequence (Q96KQ7 913-1193 limits assumed): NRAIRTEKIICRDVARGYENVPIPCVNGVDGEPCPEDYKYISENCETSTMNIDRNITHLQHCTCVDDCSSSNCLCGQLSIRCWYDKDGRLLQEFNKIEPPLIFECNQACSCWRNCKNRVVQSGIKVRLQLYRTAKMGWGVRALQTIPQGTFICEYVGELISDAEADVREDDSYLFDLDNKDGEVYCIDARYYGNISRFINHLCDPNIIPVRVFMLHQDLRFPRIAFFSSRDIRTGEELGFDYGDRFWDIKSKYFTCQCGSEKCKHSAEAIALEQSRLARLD
#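 Signal arises when biotinylated H3K9 peptide, once monomethylated, bridges streptavidin donor and antibody-captured acceptor beads. Enzyme at 20 nM was preincubated 15 min with test compounds; peptide 500 nM and SAM 20 uM then reacted for 2 h.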
# GLS inh = inhibitors of human glutaminase (GLS) | GLS enzymatic activity, qHTS titration | Potency, µM (doses to about 45.5 µM), for inactives: at the top dose activity change, negative = inhibition, actives largely listed as inhibitors | 410,000 compounds, 0.21% hits | AID 624170; further: on the % scale 0 is the no-effect control and ±100 the full control effect
#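 Assay buffer: 45 mM KH2PO4 pH 8.2, 0.02% Tween-20. hKGA acts on L-glutamine (1 mM solution added); product glutamate is reported by an oxidase/peroxidase Amplex Red coupling, with fluorescence taken at baseline and 30 min.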
# BLM inh = Bloom syndrome helicase (human) inhibition; P54132; recombinant BLM DNA unwinding, fluorescence dequenching; Potency, µM (series often up to 56.1 µM), inactives show at the top dose activity change, negative = inhibition, actives largely listed as inhibitors; 350,000 compounds, 0.2% hits; AID 2528;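 further: plate controls were vehicle for no effect and no enzyme for full effect; nearly all actives have a fitted effect of over 35% in size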
# PGK inhibitor = T. brucei PGK inhibition; 380,000 compounds, 0.043% hits; PGK/GAPDH coupled, Kinase-Glo luminescence, 60 min; Potency, µM (highest dose often 57.5 µM), without a hit: at the top dose activity change, negative = inhibition, most hits filed as inhibitors; P07378; further: on the % scale 0 is the no-effect control and ±100 the full control effect; nearly all actives have a fitted effect of over 60% in size
#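 Recombinant glycosomal PGK reaction used 1,3-bisphosphoglycerate generated in-well by GAPDH (100nM final) in 100mM TEA pH 7.6, 5mM MgCl2, 0.01% Tween-20. After 60 minutes at room temperature, ATP was read by Kinase-Glo Plus luminescence end-point.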
# Numbers without * were called inactive; i = inactive; ? = inconclusive; / = no result given; [ ] = remark or other dose. Unless noted, the call rests on the fitted dose curve; in most records, active means well fitted curve in the direction sought with a large enough effect; inconclusive means small, poorly fitted or top-dose-only effect, or another doubt; inactive means no such curve, though single readings can be large; an effect the other way counts as inactive or inconclusive. Potency means the concentration at half of the fitted maximal effect.
# Order of values – BAZ2B block, HP1b binding inh, JMJD2A Tudor inh, Pin1 inhibitor, Pol iota inh, G9a block, GLS inh, BLM inh, PGK inhibitor
- C(C#CCN1CCOCC1)#CCN1CCOCC1
→ /, 12.2%[57 µM], -13.8%, -10.1%, 26.4%, /, -8.7%, /, 1.2%
- O=C(CCS(=O)(=O)c1ccc(Cl)cc1)N1CCN(S(=O)(=O)c2cccs2)CC1
→ 4.6%, 5.5%, 0.0%[57.1 µM], 1.9%, -18.6%, 0.3%[12.7 µM], 0.0%, -5.8%, -12.7%
- Cc1ccc(Cl)cc1N1CCN(C(=O)c2ccc(CS(=O)(=O)c3ccccc3C)o2)CC1
→ ?, -3.9%, -30.3%, 9.6%, ?, -13.6%[59 µM], 4.6%, -10.9%, -2.3%
- Cc1cccc(Nc2c3c(nc4nncn24)CCC3)c1C
→ 1.8%, 50.3%[activator], -3.8%, -1.4%, 20.2%, -0.3%[59 µM], -8.0%, -4.4%, 6.7%
- COc1ccc(NC(=O)CCc2nnc3ccc(N4CCC(C)CC4)nn23)cc1
→ -18.2%, 21.7%[57 µM], 0.7%, -0.9%, 1.4%, 10.7%, 9.2%, 1.9%, -10.7%
- C#CCOCCOCCOCCNc1nc(N2CCN(C(=O)[C@H](C)n3cc(CCC(=O)O)nn3)CC2)nc(N2CCN(C(=O)[C@H](CCCCN)n3cc(CCCC)nn3)CC2)n1
→ /, 22.5%, -16.8%, -4.6%, -20.7%, /, -8.5%, /, -1.8%
- O=C(NCCCc1ccncc1)C1CCC(=O)N(Cc2cccc(F)c2)C1 (stereo unspecified)
→ -1.7%, 9.3%, -20.3%, -4.5%, 29.8%, 10.6%, -2.8%, -1.7%, i
- CC(C)NC(=O)c1onc(CSc2ccc(Cl)cc2)c1C(=O)O
→ -31.1%, 31.9%, -20.1%, 2.1%, -11.2%, 28.7%[0.501 µM], 7.4%, 0.9%, i
- Cc1[nH]n(-c2ccccc2)c(=O)c1C=NC1CCCCCC1
→ -22.0%, 50.6%[activator], -29.3%, -0.4%, 20.0%, -49.9%, -2.4%, -4.7%, i
- COCCCNC(=O)Cn1c(=O)nc(-c2ccccc2)c2ccccc21
→ -3.4%, 40.7%, -0.7%, -1.9%, 11.6%, 25.3%[59 µM], 3.9%, 0.2%, -7.7%
- CC1(C)CC(=O)c2cc(C(=O)N3CCCC(C)(C)C3)c(=O)n(-c3ccccc3)c2C1
→ 11.4%, 34.7%[activator], -6.3%, -9.7%, 5.8%, 15.7%, 20.7%, -11.4%, 1.8%
- COc1ccc(C(=O)N[C@H](C(=O)Nc2nc3c(s2)CCCC3)C(C)C)cc1
→ ?, -2.9%, -29.5%, 4.6%, 0.7%, ?, -13.5%, -5.5%, i
- O=c1nc(N/N=C/C=C/c2ccccc2)cn[nH]1
→ ?, 18.3%, ?, 8.0%, -2.6%, /, -2.4%, 1.4%, -1.4%
- CN1CCN(C(=O)c2cc(=O)c3cc(Cl)ccc3o2)CC1
→ 2.9%, 39.0%[activator], -4.2%, -1.9%, 32.8%[activator], -3.6%[2.33 µM], -1.0%, -2.0%, i
- O=C(NCCc1ccc(Cl)cc1)c1cccc(N2CCCC2=O)c1
→ -0.8%, 29.3%, -2.8%, 2.2%, -12.5%, /, 16.0%, 2.0%, 3.7%
- COc1ccc(S(=O)(=O)N2CCCCC2)cc1NC(=O)Cc1ccsc1
→ 9.0%, 28.8%, -11.8%, -14.6%, 25.4%, 21.7%[59 µM], -0.7%, /, -7.2%
- Cc1ccc(NC(=O)CSc2nnc(-c3ccc(S(=O)(=O)N4CCCC4)cc3)o2)cc1C
→ 11.3%, 22.5%, -29.9%, 9.8%, -5.5%, 11.4%, -2.2%, -4.6%, -3.0%
- CC(=O)Nc1ccc(NC(=O)C(C)OC(=O)CCc2nc3ccccc3s2)cc1 (stereo unspecified)
→ -22.8%, 10.8%, -12.0%, -7.1%, 87.1%[activator], -2.1%, 1.8%, -6.1%, i
- CCC(Sc1nc2ccc(C)cc2[nH]1)C(=O)O (stereo unspecified)
→ ?, 37.8%, -14.7%, -20.3%, -13.9%, -17.1%, -14.2%, -4.6%, i
- FC(F)(F)c1ccc(C2NCCc3sccc32)cc1 (stereo unspecified)
→ 6.4%, 65.2%[activator], -7.7%, -1.8%, 31.3%[activator], -0.1%[59 µM], -1.0%, 4.9%, -0.6%

# The list goes on.
# Order of values – BAZ2B block, HP1b binding inh, JMJD2A Tudor inh, Pin1 inhibitor, Pol iota inh, G9a block, GLS inh, BLM inh, PGK inhibitor
- O=C(O)CCC(=O)c1ccc2c(c1)CCCC2
→ -1.6%, -5.4%, -7.7%, 0.5%, 138.0%[activator], 16.4%[59 µM], -11.7%, -1.7%, -3.0%
- O=C(NCCC1=CCCCC1)c1cccc(S(=O)(=O)N2CCCCC2)c1
→ 1.2%, 31.2%, -8.3%, 1.0%, -1.3%, 0.4%, -5.5%, /, -3.9%
- CCc1ccc(OCCSc2nc(-c3cccc(C)c3)nc3cc(=O)[nH]n23)cc1
→ 1.7%, 23.2%, -8.8%, -1.1%, -14.5%, 34.6%[59 µM], -6.4%, -6.5%, -11.2%
- Cc1ccc(CN2C(=O)CSC2c2cccnc2)cc1 (stereo unspecified)
→ -0.6%, 39.2%[activator], 6.5%, -8.3%, 128.8%[activator], -0.2%, -1.2%, -4.1%, 4.6%
- NS(=O)(=O)c1ccc(N2CCOCC2)c(C(=O)NCc2ccc3c(c2)OCO3)c1
→ 6.3%, 27.4%, -2.1%, 8.2%, 14.7%, -29.5%, 2.7%, /, 5.2%
- CCSc1nc2c(sc3ccccc32)c(=O)n1C(C)C
→ 58.1%[activator], 126.2%[activator], 95.2%[activator], 0.5%, 32.6%[activator], 73.0%[activator], 0.2%, 1.3%, -0.1%
- O=C(NCc1cc(F)cc(C(F)(F)F)c1)C1CCC(=O)N(C2CCCC2)C1 (stereo unspecified)
→ -11.3%, 40.2%[activator], 0.0%, -7.5%, 41.3%[activator], 17.6%, -1.4%, -4.3%, -0.1%
- Cc1ccc(CNS(=O)(=O)c2ccc(-c3cc(C(F)(F)F)on3)s2)cc1
→ 5.1%, 48.9%[activator], -13.3%, -0.7%, 5.8%, -5.3%[59 µM], -2.5%, -7.1%, -3.6%
- CC(C(=O)N1CCCc2ccccc21)N1CCN(S(=O)(=O)c2ccccc2F)CC1 (stereo unspecified)
→ -4.3%, 61.2%[activator], -4.8%[11.4 µM], -0.3%, -0.6%, -3.6%[12.7 µM], 8.5%, -1.3%, 3.1%
- N#Cc1c(SCC(=O)Nc2nncs2)sc2c(O)cc(=O)[nH]c12
→ 10µM*, ?, 25.1µM*, ?, 2µM*, ?, 0.0%, 11.2µM*, ?
- Cc1cc(C2C(=O)NC(=O)C2=O)c(C)cc1Br (stereo unspecified)
→ /, -30.5%, -26.2%, -2.1%, -0.4%, /, -14.4%, /, i
- CC(C)NC(=O)NC(=O)CSc1nnc(-c2c[nH]c3ccccc23)o1
→ -23.7%, 19.0%, -7.6%, 8.5%, 25.7%, 3.8%, 3.6%, -2.5%, -0.7%
- C=CCn1c(-c2cc3c(s2)CCC(CC)C3)n[nH]c1=S (stereo unspecified)
→ -28.9%, -15.0%, ?, 0.1%, 52.5%[activator], 11.2µM*, ?, -4.1%, 2.9%
- CN(Cc1ccccc1)C(=O)COC(=O)C1CCN(S(=O)(=O)c2ccc3c(c2)OCCO3)CC1
→ 5.4%, 6.8%, -19.3%, 0.2%, 19.9%, -6.7%[0.501 µM], 5.1%, /, -7.7%
- CCC(CC)NC(=O)c1ccc2nc[nH]c2c1
→ 1.7%, 23.1%, 5.4%, -0.4%, 14.7%, -11.8%, 3.6%, 0.0%, -4.8%
- O=C(Nc1ccccc1-c1nnc(SCc2ccc(Cl)cc2)o1)c1ccccc1
→ 10.4%, 54.2%[activator], 10.8%, 2.2%, 19.4%, 17.2%[59 µM], -4.8%, -2.9%, -5.9%
- C=CCOC(=O)C1=C(C)NC(=O)NC1/C=C/c1ccccc1OC (stereo unspecified)
→ 1.6%, 28.7%, -3.4%, -1.3%, 1.8%, -8.2%[59 µM], -8.5%, -6.2%, -7.6%
- CC(=O)c1cccc(NC(=O)COc2cc(C)on2)c1
→ -3.6%, 28.6%, -15.3%, 0.7%, 23.6%, -5.4%[59 µM], -2.2%, /, 0.3%
- C=C(C)Cn1c(SCC(=O)N/N=C/c2cccc(O)c2)nc2ccccc2c1=O
→ -8.4%, 16.3%, -11.7%, 3.9%, 13.2%, -0.9%[59 µM], 9.8%, -3.0%, -3.3%
- COC(=O)c1ccccc1NC(=O)c1ccc(COc2ccc3c(c2)CCC3)cc1
→ 10.2%, 95.4%, 40.1%[activator], 21.0%, -1.8%, 80.0%[activator][59 µM], -12.9%, -2.3%, 6.3%
- C=CCc1cccc(/C=N/NC(=O)c2ccccc2OC)c1O
→ /, -12.6%, -21.6%, ?, 30.6%, 0.2%, 19.7%, -6.4%, 3.6%

# 5 of these compounds in a different format:
mol | BAZ2B block | HP1b binding inh | JMJD2A Tudor inh | Pin1 inhibitor | Pol iota inh | G9a block | GLS inh | BLM inh | PGK inhibitor
COc1ccc(NC(=O)CCc2nnc3ccc(N4CCC(C)CC4)nn23)cc1 | -18.2% | 21.7%[57 µM] | 0.7% | -0.9% | 1.4% | 10.7% | 9.2% | 1.9% | -10.7%
CCSc1nc2c(sc3ccccc32)c(=O)n1C(C)C | 58.1%[activator] | 126.2%[activator] | 95.2%[activator] | 0.5% | 32.6%[activator] | 73.0%[activator] | 0.2% | 1.3% | -0.1%
O=C(Nc1ccccc1-c1nnc(SCc2ccc(Cl)cc2)o1)c1ccccc1 | 10.4% | 54.2%[activator] | 10.8% | 2.2% | 19.4% | 17.2%[59 µM] | -4.8% | -2.9% | -5.9%
N#Cc1c(SCC(=O)Nc2nncs2)sc2c(O)cc(=O)[nH]c12 | 10µM* | ? | 25.1µM* | ? | 2µM* | ? | 0.0% | 11.2µM* | ?
O=C(NCCc1ccc(Cl)cc1)c1cccc(N2CCCC2=O)c1 | -0.8% | 29.3% | -2.8% | 2.2% | -12.5% | / | 16.0% | 2.0% | 3.7%

# Source: PubChem

# Only part of the results is shown; rates above refer to the full screens.
